L3MBTL1 block: inhibitors of human L3MBTL1. AlphaScreen L3MBTL1–H3K9me1 peptide binding. Potency, µM (highest dose often 57.1 µM), inactives show at the top dose activity, negative = inhibition, hits mostly inhibitors. AID 485360. actives 0.66% (n = 230,000); further: nearly all actives have a fitted effect of over 60% in size
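AlphaScreen proximity signal between nickel-chelate acceptor and streptavidin donor beads (final 10 ug/mL) reports binding of 50 nM L3MBTL1 to 75 nM biotin-H3 K9me1 peptide; complex incubated with compounds 30 min at room temperature; cefsulodin titration as control.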
Tau fibril FP: tau fibrillization inhibition (FP). P10636. K18 P301L tau heparin fibrillization, Alexa594 FP, 6 h. Potency, µM (top dose mostly 57.7 µM), for inactives: at the top dose activity, negative = inhibition, most hits filed as inhibitors. actives 0.39% (n = 280,000). AID 1468; further: nearly all actives have a fitted effect of over 55% in size
Target sequence (P10636 561-689 P618L limits assumed): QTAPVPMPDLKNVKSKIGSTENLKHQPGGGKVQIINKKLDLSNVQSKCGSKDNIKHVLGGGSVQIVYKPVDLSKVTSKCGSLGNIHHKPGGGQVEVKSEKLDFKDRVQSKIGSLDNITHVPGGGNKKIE
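Quantitative HTS format: compounds meet 15 uM recombinant K18 P301L tau and Alexa 594-tau tracer in 100 mM sodium acetate pH 7; 20 uM heparin triggers fibrillization at 37 C over 6 hr; FP gives the signal.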
TRb-SRC2 inh: TRbeta-SRC2 interaction inhibition; TRbeta-SRC2 peptide binding, fluorescence polarization; receptor liganded with 1 µM T3; actives 0.065% (n = 280,000); Potency, µM (series often up to 106 µM), for inactives: at the top dose activity change, negative = inhibition, most hits filed as inhibitors;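 further: plate controls were bound peptide for no effect and peptide without receptor for full effect; nearly all actives have a fitted effect of over 50% in size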
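Human TRb LBD (0.6 uM) plus Texas Red-labeled SRC2 peptide (20 nM), 1uM T3, 5% DMSO, 5 hr at ambient temperature. Decreased polarization (555/632 nm) flags inhibition; data normalized to free and bound peptide controls.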
TexasRed fluor: counter-screen for TRb-SRC2 inhibitors: fluorescence interference | TRb/SRC2 Texas Red total fluorescence interference | Potency, µM (titrated, usually from 106 µM), inactives show at the highest dose fluorescence change, negative = quenching | actives 0.29% (n = 280,000); active means well fitted curve in either direction with a large enough effect; inconclusive means small, poorly fitted or top-dose-only effect
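Human TRβ ligand-binding domain (0.6 uM) and Texas Red SRC2 peptide (20 nM) in Tris buffer with 1 uM T3 and 5% DMSO were incubated with pinned compound for 5 hr at ambient temperature. Total fluorescence was computed as S + 2P (555/632 nm).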
Tau fluor counter: counter-screen for tau fibril formation inhibitors; Potency, µM (doses to about 57.7 µM), inactives show at the highest dose activity change, negative = decrease; tau K18 P301L Alexa594 fluorescence, heparin fibrillization; actives 0.93% (n = 280,000); further: nearly all actives have a fitted effect of over 55% in size
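Human tau K18 P301L (15 uM unlabeled, 0.24 uM Alexa 594-labeled) in 100 mM sodium acetate pH 7 with 20 uM heparin, 6 hr at 37 C. ThT 30 uM added, 1 hr ambient; Alexa 594 FP and total fluorescence read at 555/632 nm.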
ALDH1A1 block: inhibitors of human aldehyde dehydrogenase 1A1 | Potency, µM (series often up to 75.3 µM), for inactives: at the highest dose activity, negative = inhibition, most hits filed as inhibitors | AID 1030 | Purified ALDH1A1, NADH fluorescence, propionaldehyde substrate | P00352 | actives 7.3% (n = 220,000); active means well fitted inhibition curve with a large enough effect, not every such curve was filed as active; inconclusive means small, poorly fitted or top-dose-only effect, or another doubt; inactive means no such curve, though single readings can be large or run the other way;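 further: plate controls were no enzyme wells and a reference inhibitor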
Target sequence (P00352 whole entry, looked up): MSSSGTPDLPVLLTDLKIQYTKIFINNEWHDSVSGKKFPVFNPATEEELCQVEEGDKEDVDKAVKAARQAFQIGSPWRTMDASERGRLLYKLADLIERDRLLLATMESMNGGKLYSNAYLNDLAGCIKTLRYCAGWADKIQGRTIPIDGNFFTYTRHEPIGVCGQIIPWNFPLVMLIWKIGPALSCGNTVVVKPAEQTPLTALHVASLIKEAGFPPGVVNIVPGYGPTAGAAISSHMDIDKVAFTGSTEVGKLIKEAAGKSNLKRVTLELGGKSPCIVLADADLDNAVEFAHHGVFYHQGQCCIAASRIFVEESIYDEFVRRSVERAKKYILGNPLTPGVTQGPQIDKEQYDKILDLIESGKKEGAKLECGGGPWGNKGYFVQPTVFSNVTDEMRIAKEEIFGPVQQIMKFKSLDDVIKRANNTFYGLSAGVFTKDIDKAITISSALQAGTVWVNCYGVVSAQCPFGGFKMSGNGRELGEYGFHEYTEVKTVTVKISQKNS
Tau fibril ThT: blocks human tau fibril formation measured by thioflavin T; actives 2.1% (n = 270,000); Potency, µM (top dose mostly 57.4 µM), without a hit: at the highest dose activity, negative = inhibition, most hits filed as inhibitors; recombinant tau K18 P301L (four-repeat tau fragment), heparin-induced fibrillization, ThT fluorescence; P10636; further: nearly all actives have a fitted effect of over 55% in size
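Recombinant human tau K18 fragment […] carrying P301L, 15 uM unlabeled plus 0.24 uM Alexa 594-labeled, was fibrillized with 20 uM heparin in 100 mM sodium acetate pH 7 for 6 hr at 37 C; 30 uM ThT fluorescence read after 1 hr.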
GLA spleen mod: inhibitors or activators of human alpha-galactosidase in spleen homogenate | P06280 | actives 0.008% (n = 240,000) | Potency, µM (titrated, usually from 80 µM), for the others: top-dose activity change, negative = inhibition, actives largely listed as inhibitors | human spleen homogenate, 4MU-alpha-Gal fluorescence, 40 min;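 further: 0% = enzyme with vehicle and -100% = no enzyme basal signal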
Target sequence (P06280 32-429 limits assumed): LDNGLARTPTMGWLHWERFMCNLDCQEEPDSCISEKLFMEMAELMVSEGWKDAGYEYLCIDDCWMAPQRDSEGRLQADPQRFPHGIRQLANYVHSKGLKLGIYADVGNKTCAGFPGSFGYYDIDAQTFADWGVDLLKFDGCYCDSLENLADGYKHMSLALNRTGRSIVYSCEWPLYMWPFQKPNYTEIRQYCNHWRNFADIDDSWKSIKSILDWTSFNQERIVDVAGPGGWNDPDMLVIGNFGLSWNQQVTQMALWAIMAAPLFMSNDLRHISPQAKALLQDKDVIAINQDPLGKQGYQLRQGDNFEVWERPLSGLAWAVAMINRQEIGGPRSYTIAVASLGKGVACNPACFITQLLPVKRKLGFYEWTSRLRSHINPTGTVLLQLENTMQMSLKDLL
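Human spleen homogenate (1 ug) was the enzyme source, with 4-methylumbelliferyl-alpha-D-galactopyranoside (1 mM final) in pH 5.0 citrate buffer with 0.01% Tween-20. Compounds were titrated; after 40 min at 37C, NaOH/glycine stop, 4-MU fluorescence read; AC50 from Hill fits.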
* = called active by the depositor; ? = inconclusive; · = no result given; [ ] = remark or other dose. Unless noted, the call rests on the fitted dose curve; in most records, active means well fitted curve in the direction sought with a large enough effect; inconclusive means small, poorly fitted or top-dose-only effect, or another doubt; inactive means no such curve, though single readings can be large; an effect the other way counts as inactive or inconclusive. Unless noted, on the % scale 0 is the no-effect control and ±100 the full control effect; potency means the concentration at half of the fitted maximal effect.

The line under a structure holds: L3MBTL1 block	Tau fibril FP	TRb-SRC2 inh	TexasRed fluor	Tau fluor counter	ALDH1A1 block	Tau fibril ThT	GLA spleen mod
COc1ccc(CC(=O)NC2CCN(Cc3nnnn3C(C)(C)C)CC2)cc1OC
 : ·	-7%	0%	-2%	-12%	25µM*	-13%	0%
CC1CCC/C(=C\Nc2ccc(O)cc2)C1=O (stereo not given)
 : ?	?	28µM*	13%	?	8.9µM*	18µM*	7%
O=C(COC(=O)c1cnc(Cl)c(Cl)c1)NCCC1=CCCCC1
 : 3%	-5%	6%	0%	-10%	13µM*	-12%	4%
Cc1sc2nc(COC(=O)c3ccc(Cl)c(N)c3)[nH]c(=O)c2c1C
 : 10%	5%	1%	-5%	?	·	-8%	2%
S=c1[nH]nc(COc2ccc(Cl)cc2)n1C1CCCCC1
 : 8%	3%	0%	0%	-14%	?	-12%	-2%
NNC(=O)c1ccc(Cn2cc(Cl)cn2)cc1
 : -2%	3%	6%	1%	0%	11µM*	-1%	4%
COc1ccc(NC(=O)COc2ccc(CNCCCN3CCOCC3)cc2OC)cc1
 : 9%	3%	-2%	0%	-7%	7%	-9%	-7%
O=C(NN1S(=O)(=O)c2ccccc2S1(=O)=O)c1ccc(Br)cc1
 : 11%	-1%	0%	-2%	3%	-4%	-5%	11%
COCc1cc(C)nc(SCC(=O)Nc2cccc3cccnc23)c1C#N
 : 3%	3%	4%	-3%	2%	12%	-3%	4%
FC(F)(F)c1ccc2c(c1)N1CCCC1CN2 (stereo not given)
 : ?	-7%	-11%	-4%	?	?	18µM*	-9%

The line under a structure holds: L3MBTL1 block	Tau fibril FP	TRb-SRC2 inh	TexasRed fluor	Tau fluor counter	ALDH1A1 block	Tau fibril ThT	GLA spleen mod
CC(Sc1ccc(Cl)cc1)C(=O)NCc1ccc2c(c1)OCO2 (stereo not given)
 : ·	-11%	0%	-5%	-10%	?	-10%	-7%
COc1ccc(/C=N/NC(=S)N[C@H]2CC3CCC2C3)cc1 (stereo not given in full)
 : -9%	-2%	1%	-3%	-13%	?	-5%	2%
CCn1c(SCC(=O)N/N=C/C(C)=C\c2ccco2)nnc1-c1ccccc1
 : -12%	-7%	1%	3%	-6%	?	?	-7%
CC(C)(C)c1ccc(SCCc2cccnc2)cc1
 : 72%[activator]	1%	-3%	-2%	-14%	-8%	-12%	11%
COc1cc(NC(=O)CSc2nc(C)cc(C)n2)cc(OC)c1OC
 : -2%	-6%	0%	-6%	-6%	12%	-5%	3%
Fc1ccc(Cn2nnc(-c3ccc(CN4CCOCC4)cc3)n2)cc1
 : ·	2%	-2%	2%	-2%	-10%	-1%	5%
BrC(=C\c1ccccc1)/C=N/Nc1ccc2nncn2n1
 : ·	2%	2%	-3%	-25%	·	·	-1%
c1ccc2c(c1)OCCOCCOc1ccccc1OCCOCCO2
 : -3%	9%	-3%	0%	8%	-3%	0%	-6%
Cc1cc(C)nc(-n2nc(C)c3c2NC(=O)CC3c2cc(F)ccc2F)n1 (stereo not given)
 : ·	6%	-4%	4%	-1%	·	-2%	·
Cc1ccc(S(=O)(=O)NCc2ccc(C(=O)NCCCN3CCC(Cc4ccccc4)CC3)cc2)cc1
 : ·	2%	1%	-4%	-12%	-14%	-7%	8%

The line under a structure holds: L3MBTL1 block	Tau fibril FP	TRb-SRC2 inh	TexasRed fluor	Tau fluor counter	ALDH1A1 block	Tau fibril ThT	GLA spleen mod
CCS(=O)(=O)c1ccc2oc(SCC(=O)Nc3ccc(OC)cc3)nc2c1
 : 16%	-2%	-12%	-4%	-2%	-9%	-8%	-9%
Cc1ccc(OCCOC(=O)Cn2nc(C)c([N+](=O)[O-])c2C)cc1
 : ·	-3%	-4%	-2%	-2%	-8%	-2%	-11%
CC(C)Oc1ccc(OCCNC2CCCC2)cc1
 : ·	-1%	-25%	3%	-4%	?	3%	-5%
CCOC(=O)c1sc(NC(=O)CCN2CCCCCC2)c(C(=O)OCC)c1C
 : 3%	9%	0%	-3%	7%	2.5µM*	-15%	1%
CC1CCN(S(=O)(=O)c2ccc3c(c2)N(C)C(=O)CC(=O)N3C)CC1
 : 0%	-17%	-3%	0%	4%	·	12%	·
Cc1ccc(S(=O)(=O)N2CCOCC2)cc1C(=O)OCC(=O)N1CCc2ccccc2C1
 : 9%[11.4 µM]	3%	4%	0%	-7%	?	-15%	0%
O=C1N=c2ccccc2=C1c1sc(=S)n(NC(=O)c2cccc(O)c2)c1O
 : 1%	?	-3%	-4%	?	2%	?	-4%
COc1cc(CC(=O)OCC(=O)Nc2cccc([N+](=O)[O-])c2)cc(OC)c1OC
 : 4%	0%	-18%	-5%	-14%	17%	-13%	3%
Cc1cc(C)n(-c2nc3ccccc3nc2Nc2ccc(CC(=O)O)cc2)n1
 : ·	14%	3%	0%	-8%	-2%	-17%	1%
CC(C)(C)NC(=O)COC(=O)CCC(=O)c1ccc(F)cc1
 : -16%	5%	3%	-3%	11%	-9%	2%	-1%

The line under a structure holds: L3MBTL1 block	Tau fibril FP	TRb-SRC2 inh	TexasRed fluor	Tau fluor counter	ALDH1A1 block	Tau fibril ThT	GLA spleen mod
CC(=O)c1ccccc1NS(=O)(=O)c1cc2c(cc1C)NC(=O)CO2
 : ·	-8%	-7%	-1%	1%	·	6%	·
COc1ccc2cc(C(=O)C3CCCN(C(=O)/C=C/c4ccccn4)C3)ccc2c1 (stereo not given)
 : -3%	2%	-7%	-5%	-1%[2.34 µM]	6%	-2%	3%
CN1CCc2cc3c(c4c2[C@H]1[C@H](O)c1ccccc1-4)OCO3
 : -3%	-2%	-6%	2%	-17%	-13%	?	4%
CC(C)(C)OC(=O)NCCCC1=CC2=CC(=O)C(C)(OC(=O)c3cnc4ccccc4n3)C(=O)C2=CO1 (stereo not given)
 : ·	-3%	5%	4%	-10%	0%	-17%	1%
Cc1nc2ccccc2n1Cc1n[nH]c(=S)n1-c1ccc(Cl)cc1
 : -1%	-4%	0%	-1%	-2%	2%	-3%	-7%
CCn1nc(C)c(CNC(=O)CC2C(=O)NCCN2CC(C)(C)C)c1C (stereo not given)
 : -1%	-3%	-4%[53 µM]	1%[53 µM]	-5%	6%	-8%	0%
Cc1ccc(CSc2nnc([C@@H]3CCCN3C(=O)OC(C)(C)C)o2)cc1
 : 5%	0%	1%	-5%	-10%	·	-9%	7%
O=C(CSc1ccc([N+](=O)[O-])cc1)NCC1CCCCC1
 : ·	-4%	-6%	-3%	-16%	28µM*	-6%	6%
CCCC1(C(=O)OCC)NC(c2ccc(N(C)C)cc2)C2C(=O)N(c3ccc(F)cc3)C(=O)C21 (stereo not given)
 : ·	6%	-6%	-2%	-13%	?	-1%	3%
CCN=C1S/C(=C\c2ccc(O)c(OCC)c2)C(=O)N1CC
 : -2%	?	5%	-2%	-29%	?	-13%	-4%

The last 2 records of the part above are carried over, then new ones follow:
The line under a structure holds: L3MBTL1 block	Tau fibril FP	TRb-SRC2 inh	TexasRed fluor	Tau fluor counter	ALDH1A1 block	Tau fibril ThT	GLA spleen mod
CCCC1(C(=O)OCC)NC(c2ccc(N(C)C)cc2)C2C(=O)N(c3ccc(F)cc3)C(=O)C21 (stereo not given)
 : ·	6%	-6%	-2%	-13%	?	-1%	3%
CCN=C1S/C(=C\c2ccc(O)c(OCC)c2)C(=O)N1CC
 : -2%	?	5%	-2%	-29%	?	-13%	-4%
O=C(CN1CCOCC1)Nc1ccc(-c2nc3ccccc3[nH]2)cc1
 : -1%	-3%	4%	-2%	-1%	?	-1%	11%
Cc1ccc(NC(=O)N2CCN(C(=O)c3nsc4ccccc34)CC2)cc1C
 : ·	10%	6%	-3%	-26%	·	-15%	·
CC(C)OCCCNc1nc2c(c(=O)n(Cc3ccccc3F)c(=O)n2C)n1C
 : -5%	12%	-8%	0%	-13%	2%	-8%	0%
CC1(C)OC(=O)C(=CSc2ccc(C(C)(C)C)cc2)C(=O)O1
 : -12%	-8%	2%	-3%	-4%	?	-14%	1%
Cc1nn(Cc2ccc(Cl)cc2)c(C)c1NC(=O)c1ccc([N+](=O)[O-])cc1
 : 7%	13%	1%	2%	-10%	4%	-5%	-1%
CN1CCN(Cc2cccc(Oc3ccc(Cl)cc3)c2)CC1
 : ·	4%	3%	-4%	-7%	10%	-7%	-4%
O=C1NCC(CN(c2ccccc2)c2ccccc2)O1 (stereo not given)
 : -9%	2%	-2%	-1%	1%	?	-2%	4%
Cc1c(-c2c(C#N)c(N)nc3c2CCCCCC3)cnn1C
 : 1%	-2%	-10%	-1%	5%	?	-4%	5%
COc1ccc(C2CC(=O)c3cc(-c4nc(-c5cccc([N+](=O)[O-])c5)cs4)c(=O)n(-c4ccccc4N)c3C2)cc1 (stereo not given)
 : ·	11%	-5%	?	?	·	-2%	·
CC(C)(C)c1ccc(-c2conc2N)cc1
 : 1%	6%	-10%	2%	-13%	-7%	-14%	1%

The line under a structure holds: L3MBTL1 block	Tau fibril FP	TRb-SRC2 inh	TexasRed fluor	Tau fluor counter	ALDH1A1 block	Tau fibril ThT	GLA spleen mod
CC(=O)N1CSCC1C(=O)NNS(=O)(=O)c1cccc(C(F)(F)F)c1 (stereo not given)
 : 2%	0%	1%	-3%	-8%	·	-7%	5%
CCC(CC)C(=O)NCCN1CCN(C(=O)C(CC)CC)CC1
 : -2%	6%	-12%	-3%	2%	1%	1%	0%
Cc1ccc(-n2c(SCC(=O)Nc3ccc4c(c3)OCO4)nnc2-c2ccccn2)cc1
 : ·	3%	-7%	-1%	-15%	6%	-5%	0%
C/C(=N/NC(=O)CCc1c(C)n[nH]c1C)c1cccc([N+](=O)[O-])c1
 : 5%	0%	-5%	-2%	-9%	·	-5%	2%
CC(C)(C)C(=O)c1cnc(Nc2ccccc2)s1
 : ·	7%	4%	-1%	-25%	?	-5%	4%
CCOC(=O)c1c(C)[nH]c(C)c1C(=O)CSc1nc2ccccc2c(=O)n1-c1ccc(CC)cc1
 : 1%	-17%	4%	2%	-25%	?	-3%	-6%
Cn1c(=O)c2cc(S(=O)(=O)NCCC(=O)NCc3ccccc3Cl)ccc2n(C)c1=O
 : 12%	-7%	-6%	1%	2%	2%	-2%	-5%
CCc1ccc(NC(=O)CCCc2nnc3n(CC(C)C)c(=O)c4sccc4n23)cc1
 : ·	5%	-2%	-1%	-19%	·	-2%	·

Compound activity: PubChem BioAssay, National Center for Advancing Translational Sciences (NCATS)
